# IEC-6 cytotox: IEC-6 cytotoxicity, counter-screen for KLF5 inhibitors. luminescence viability. inhibition, % at 5 µM. hit rate 0.78% among 290,000; in the data active = inhibition above about 22%;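 note: 0% = plate median of test compound wells and 100% = cytotoxic reference compound wells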
# HSP90 refold inh: inhibitors of HSP90 luciferase refolding in rabbit reticulocyte lysate; luciferase refolding luminescence, 3 h; hit rate 0.91% among 290,000; inhibition, % at 5.6 µM; AID 1789;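 active = inhibition above the screen-wide mean plus 3 SD, computed separately per campaign, cut at about 16% in these data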;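 note: 0% = DMSO wells and 100% = 60 µM geldanamycin wells; inhibitors lower the luminescence because luciferase stays unfolded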
# HSF-1 act: increases HSF-1 driven luciferase reporter signal. NIH3T3-HGL HSF-1 luciferase reporter, MG132, 8 h; 100% = twice DMSO control signal. activation, % at 9 µM. hit rate 1.7% among 300,000. AID 504408;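 active = mean replicate activation of at least 50% with a set share of replicates each reaching 50%; inconclusive = only one of those two conditions met; inactive = mean below 50% and too few replicates reaching it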;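 note: 0% = median of the neutral control wells and 100% = twice that signal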
# HIF act: HIF pathway transcriptional activation. U2OS HRE-luciferase reporter, luminescence; normalized: DMSO 0%, desferrioxamine 100%. hit rate 0.32% among 300,000. AID 1910. activation, % at 7.5 µM (by protocol);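 active = mean activation of at least 10% of the iron chelator positive control signal, with at least half of replicates also reaching 10%; inconclusive = mean and replicate majority disagree about reaching 10%; inactive = mean and most replicates under 10%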
# aSyn 5UTR inh: MLPCN primary screen, SNCA 5' untranslated region. alpha-synuclein 5'UTR reporter, inhibitor activity. hit rate 0.82% among 300,000. inhibition, % (tested at 7.5 µM); in the data active = inhibition above about 60%; inconclusive = no clear call, values can overlap the other calls;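 note: H4 neuroglioblastoma cells stably carrying SNCA 5'UTR luciferase fusion; 0% = DMSO wells and 100% = positive control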
# Platelet DG rel: modulates dense granule release in human platelets | human platelet-rich plasma, SFLLRN dense granule ATP release, luminescence | inhibition, %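 (compounds screened at 7.5 µM in platelet-rich plasma)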 | hit rate 0.22% among 300,000 | AID 1663;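 active = mean replicate score, as percent of positive control, at or above 50; inconclusive = mean below 50 but at least one replicate at or above 50; inactive = mean and every replicate below 50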
# AI-2 QS mod: modulators of Vibrio harveyi AI-2 quorum sensing system; Vibrio harveyi JMH597 AI-2 luminescence/OD600 ratio, 9 h; hits give low values; strain lacks LuxN and CqsS sensors; 0 = neutral-control median; activity change, % at 7.5 µM; hit rate 0.4% among 300,000; in the data active = activity change below about -75%, passing the limit was not always enough; inconclusive = no clear call, values can overlap the other calls;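 note: luminescence divided by OD600 gain over 9 h not by final OD600 alone; inactives centre near 13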
# KLF5 inh: inhibitors of KLF5 expression; DLD-1 KLF5 promoter-luciferase reporter, luminescence; inhibition, % at 5 µM; hit rate 0.23% among 290,000;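 active = inhibition above a per-plate limit of that plate's mean compound inhibition plus 3 SD, cut at about 60% in these data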;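 note: 0% = DMSO wells and 100% = LY294002 at 200 µM; higher means less KLF5 promoter-driven luciferase light; inactives centre near -14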
# HSF1 inh: HSF1 inhibition; NIH3T3-HGL HSE-luciferase, MG132-induced, luminescence 8 h; hits give low values; activity change, negative = inhibition, % at 7.5 µM (by protocol); hit rate 0.77% among 300,000;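 active = more than half of replicate wells show activity change below -50%, luminescence cut by over half; inconclusive = some wells, but at most half, below -50%; inactive = no replicate well below -50%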;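 note: luciferase reports HSF-1 transcriptional activity via heat shock element; 0% = median of DMSO wells and -100% = zero luminescence signal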
# SKKanGAS inh: inhibitors of SKKanGAS S. pyogenes growth in kanamycin (SK-promoter or general growth effect) | inhibition, % at 7.5 µM | AID 1662 | hit rate 1.3% among 300,000 | BacTiter-Glo, 6 h;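 active = mean replicate score, as percent of positive control median, at least 50; inconclusive = mean below 50 but one replicate at or above 50; inactive = mean and every replicate below 50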;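 note: strain carries kanamycin resistance gene driven by streptokinase promoter and grows in 40 µg/ml kanamycin; loss of luminescence reflects streptokinase promoter inhibition or plain growth inhibition; 0% = median of DMSO wells and 100% = positive control at its reference dose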
# * = called active by the depositor; ? = inconclusive; nt = not tested or not shown.
SMILES,IEC-6 cytotox,HSP90 refold inh,HSF-1 act,HIF act,aSyn 5UTR inh,Platelet DG rel,AI-2 QS mod,KLF5 inh,HSF1 inh,SKKanGAS inh
CCN(CC)S(=O)(=O)c1ccc(Cl)c(C(=O)NCc2ccccc2Cl)c1,-3,0,10,-0.4,27,2,17,-10,8,5
COc1ccc(NC(=O)CC(C)c2ccccc2)c([N+](=O)[O-])c1 (stereo not given),-5,-6,9,0.8,-19,0,14,-10,-10,1
Cc1ccc(S(=O)(=O)N(C)c2ccc(C(=O)NCc3ccccc3F)cc2)cc1,nt,nt,2,1.9,7,0,-3,nt,-3,-12
CCCCN(CC)C(=O)CSc1nc2n[nH]c(C)c2c(=N)n1-c1cccc(C)c1,8,5,-15,-0.2,39,-3,10,32,14,43
O=C(CSc1nnc(CNC(=O)c2cccs2)o1)c1ccccc1,2,3,6,0.5,3,2,-7,-11,1,-7
CCCNC(=O)c1ccc(COc2ccc(C)cc2)o1,-5,1,8,-4.5,-1,-10,21,-18,6,-11
O=C(NC(=S)Nc1ccccc1Br)c1cccnc1,2,1,15,-0.1,-17,-3,28,-24,21,0
Cc1ccc(C(=O)N2CCC(C(=O)Nc3cccc([N+](=O)[O-])c3)CC2)cc1,2,1,-4,-0.1,10,13,23,-3,2,14
Cc1sc(NC(=O)c2cccc([N+](=O)[O-])c2)c(C(N)=O)c1-c1ccc(C(C)(C)C)cc1,-1,7,-37,1.9,-53,-2,7,-21,-27,6
CCOC(=O)Cn1nnnc1C(CC)N(Cc1cccs1)Cc1cc2cc(C)ccc2[nH]c1=O (stereo not given),8,9,26,0.2,-7,10,24,9,6,-1
CCOc1nc(NCCO)nc(Nc2ccccc2F)n1,-1,-3,16,1.6,-41,0,16,-14,6,5
CCC(Sc1nc2ccccc2c2nc3ccccc3n12)C(=O)NCc1ccco1 (stereo not given),-1,1,19,0.0,-3,-2,3,-31,5,6
COc1ccc(-n2nnnc2-c2nc3ccccc3s2)cc1,-9,19*,-69,-0.2,-77,-6,10,-14,-65*,-13
COc1cccc(NC(=O)C(NCCc2ccc(S(N)(=O)=O)cc2)c2ccccc2)c1 (stereo not given),5,6,0,-0.1,31,7,nt,-21,4,3
CC(=O)c1cccc(CN2CCCC(C(=O)c3ccc4c(c3)OCO4)C2)c1 (stereo not given),-5,-3,-17,0.0,10,-1,8,-18,1,7
COc1ccc(/C=C(\NC(=O)c2ccccc2)C(=O)NC2CCS(=O)(=O)C2)cc1 (stereo not given),-1,-1,-3,-0.2,15,0,6,-15,-6,-4
Cc1ccc(CSCc2ccc(C(=O)NCCC(C)C)o2)cc1,-10,-6,-8,-1.3,6,2,20,-5,0,1
CCN(CC)C(=O)N1CCN(Cc2ccc3c(c2)OCO3)CC1,-5,2,5,0.0,11,7,11,-10,-5,-3
COc1ccc(NC(=S)NC(NC(=O)c2ccc(Cl)cc2Cl)C(Cl)(Cl)Cl)c([N+](=O)[O-])c1 (stereo not given),0,6,10,0.6,-8,-6,21,-14,10,50*
CN1C(=O)C(C)(C)c2cc(S(=O)(=O)N3CCCCCC3)ccc21,2,8,-5,0.0,1,-2,7,-12,-3,0
CCOCCCNS(=O)(=O)c1ccc2c(c1)OCCO2,-2,-1,8,1.8,7,0,46,1,14,2
COc1cccc2c1cc1c(=O)n(CC(=O)NCCCN3CCCCC3)nc(C)n12,-4,-2,2,-0.3,-9,14,11,-58,-7,3
N#Cc1cnc(SCC(=O)NNC(=O)COc2cccc3ccccc23)nc1N,-2,4,7,-0.3,-19,6,5,10,1,7
CC(C)(C)c1ccc(C(=O)Nc2ccc(S(N)(=O)=O)cc2)cc1,5,0,6,0.7,-36,-9,26,-35,5,5
COc1ccc2cc(/C=C/C(=O)N3CCN(CC(=O)N4CCCCCC4)CC3)ccc2c1,11,-2,61*,1.3,-27,-7,nt,-2,22,7
Cn1c(=O)c2[nH]c(NCCCN3CCOCC3)nc2n(C)c1=O,-1,5,4,-0.2,-13,2,6,-17,-9,-1
CCOC(=O)CNC(=S)n1cnc(N)n1,4,3,0,-0.8,-11,-4,37,-10,-4,1
O=C(NCc1ccc2c(c1)OCO2)c1cc2c(s1)CS(=O)(=O)C2,2,-1,-55,-0.2,2,-20,11,1,-44,-8
CCC1=C2CC[C@H]3C(=O)N(CC)C(=O)[C@H]3[C@H]2[C@@]2(Cc3ccccc3)C(=NCCOC)OC(=O)N2C1=O,nt,nt,-8,-0.1,2,-1,11,nt,-5,-5
CCC(C)NC(=O)C1c2ccccc2Oc2ccccc21 (stereo not given),3,12,2,-0.4,-18,2,20,-3,-2,2
Cc1ccccc1OCCNC(=O)c1ccco1,-3,1,-8,0.5,-45,-10,9,-30,4,5
CCc1ccc(CN(C)C(=O)CC2C(=O)NCCN2Cc2ccoc2)cc1 (stereo not given),0,3,-2,-0.2,25,-2,16,-30,-4,-6
Cc1nc2ncccn2c1-c1csc(Nc2ccc(N(C)C)cc2)n1,22*,1,-4,-0.3,70*,-13,10,33,-1,7
Cc1cccc(-n2nc3c(c2NC(=O)CCCl)CSC3)c1,-3,-3,13,0.1,-8,13,14,4,7,15
COc1ccc(-c2c[n+]3c4n2CCCCC4=C(c2ccccc2)C3)cc1,-11,2,10,0.5,-13,-8,33,-13,-4,11
O=C(CSCc1cccc(Cl)c1)NCc1ccc2c(c1)OCO2,-5,0,-5,-0.4,-18,7,17,-11,-2,-13
COc1cc(/C=N/n2c(-c3n[nH]c4c3CCC4)n[nH]c2=S)cc(OC)c1O,7,-1,0,-0.4,-3,0,29,9,-6,6
C=CCn1c(SCC(=O)NCC)nc2sc3c(c2c1=O)CCC3,6,-2,26,0.4,22,-3,6,-5,1,11
CCn1c(COc2ccccc2)nnc1SCC(=O)NC1CCCCC1,2,2,5,-0.2,0,0,33,7,-7,-1
COc1ccc2c(c1)OCC1=C2CCC2(C)C(=O)CC=C12 (stereo not given),-3,3,-9,-0.3,-3,-21,30,30,-8,20
COc1ccc(CCN(C)C(=O)COc2ccc(N(C)S(=O)(=O)c3ccc(C)cc3)cc2)cc1OC,nt,nt,4,0.0,22,2,10,nt,-1,-5
O=C(Nc1ccccc1OC(F)F)c1ccc(F)cc1,-1,-2,8,-19,-11,1,4,-6,-1,-1
Cc1cc2ncn(/N=C/c3ccc(-c4ccccc4)o3)c2cc1C,4,1,23,-0.4,-3,-2,3,-12,2,31
Oc1[nH]c2ccccc2c1N=Nc1ccccc1,10,1,26,3.3,-123,4,18,-62,34,3
CSc1nnc(-c2ccncc2)n1/N=C/c1cn(-c2ccccc2)nc1-c1ccc(Cl)cc1,-7,1,-11,0.9,-17,7,21,-15,-18,22
COc1ccc2cc(CN(Cc3ccco3)Cc3nnnn3C3CCCCC3)c(=O)[nH]c2c1,-3,-2,-6,-0.3,35,3,-3,4,7,6
Cc1ccc(NC(=O)c2cccs2)cc1NC(=O)c1ccccc1Cl,3,1,11,1.4,28,0,11,-37,-1,-1
CCN(CC)c1nc(Nc2ccc([N+](=O)[O-])cc2)nc(N(CC)CC)n1,3,0,-12,0.8,16,-1,6,-37,3,65*
Cc1cc(NC(=O)CCC(=O)N(CC(=O)NC2CCCC2)c2ccc(Cl)cc2)no1,3,1,9,-0.6,-7,0,-9,-2,-2,3
CC1(C)CC(=O)CC(C)(C)N1OC(=O)c1ccco1,-3,-2,-3,-0.6,8,nt,4,-37,-7,6
COc1ccc(OC)c(CCNC(=O)CC2Oc3ccccc3NC2=O)c1 (stereo not given),2,3,1,nt,-47,1,26,-11,9,-5
CCOc1cc2c(cc1/C=C/c1noc(C)c1[N+](=O)[O-])OC(C)C2 (stereo not given),7,4,5,1.0,-27,2,-2,-10,-5,-3
CSc1ccccc1C(=O)N1CCN(c2ccc(F)cc2)CC1,0,2,7,-0.1,17,-9,3,-4,-1,-14
CC1(C)c2[nH]c3ccccc3c2C[C@H]2C(=O)N(Cc3ccccc3)C(=O)N21,nt,nt,-9,0.8,-49,2,4,nt,1,6
CCOC(=O)c1nc(Nc2cc(C)cc(C)c2)c2ccccc2n1,2,4,10,-0.2,-14,-1,35,-3,-8,41
COc1ccccc1N1CCN(C2CCCN(C(=O)CCc3cnn(C)c3)C2)CC1 (stereo not given),-2,-5,5,-0.1,-9,6,5,-29,-5,1
CC1=C(C(=O)OC(C)(C)C)C(c2ccc(Br)cc2)NC(=O)N1CCCC(=O)O (stereo not given),1,-2,-18,1.4,6,8,13,18,0,15
CCN(CC)CCCNC(=S)N1CCN(c2nc3ccccc3n2CC)CC1,1,7,7,-0.8,9,11,-2,-6,9,-2
COC/C=C/C1=CC2=CC(=O)C(C)(OC(=O)c3cnc4ccccc4n3)C(=O)C2=CN1C1CCCCC1 (stereo not given),-11,-3,-15,-4.0,7,0,39,-19,3,-1
COc1ccc(S(=O)(=O)Oc2ccc3ccccc3c2)cc1,2,2,22,2.6,-93,0,9,-17,13,-1

# (continued)
SMILES,IEC-6 cytotox,HSP90 refold inh,HSF-1 act,HIF act,aSyn 5UTR inh,Platelet DG rel,AI-2 QS mod,KLF5 inh,HSF1 inh,SKKanGAS inh
COc1ccc(S(=O)(=O)N(CC(=O)NCc2cccnc2)Cc2ccccc2)cc1,-7,2,19,-0.4,15,5,3,-44,5,2
Cc1cccc(C(=O)OCC(=O)c2cccc(Br)c2)c1O,8,-3,-4,0.2,-52,-18,3,-15,14,1
CC(C)(C)C1=C(C#N)C(c2cc3c(cc2Br)OCO3)C(C#N)=C(N)O1 (stereo not given),nt,nt,8,-0.4,2,6,22,nt,-9,2
CON(C)c1nc(OCCNC(=O)OCc2ccc(Cl)cc2C)nc(N(C)C)n1,0,0,-5,-0.2,9,-6,4,-20,2,-7
COc1cc(CNc2ncn[nH]2)ccc1OCc1cccc(C)c1,4,-1,?,2.3,-95,21,12,-84,18,-12
CN(C)/C=C1\C(=O)N(C)N=C1C(F)(F)F,-5,1,7,-0.6,0,-12,-10,-10,-1,-5
C=CCNC(=O)c1ccc2c3n(nc2c1)-c1ccc(Cl)cc1CO3,nt,nt,33,4.2,-127,0,10,nt,23,-7
Cc1ccc(OCc2ccoc2C(=O)O)cc1C,-3,2,9,0.0,-6,1,19,-42,-5,-4
Cc1cc(C)n(CC(=O)NCc2ccccc2)c(=O)c1C#N,0,3,-1,0.8,22,-3,12,-1,-5,-4
CCC(=O)c1cn(CC(=O)O)c2ccccc12,1,0,-6,0.6,7,-5,16,-19,-7,-4
Cc1nc2cc3sc(C)nc3cc2s1,2,-1,2,0.8,-41,0,-5,-28,7,-6
Clc1ccc(Cl)c(OCCN2CCCC2)c1,-1,-3,-2,0.9,-1,2,9,-46,-7,5
CC(C)c1ccc(NC(=O)c2ccc3c(c2)C(=O)N(Cc2cccnc2)C3=O)cc1,-11,-1,10,0.0,5,-2,20,-18,-3,15
CC(c1ccccc1)N1CCc2[nH]c(=S)[nH]c(=O)c2C1 (stereo not given),-1,-4,7,0.2,-12,-1,10,-12,-1,1
O=C(N/N=C/c1ccc(Br)s1)c1ccco1,1,-1,-8,2.8,-100,19,4,-68,7,0

# Assay outcomes: PubChem, several laboratories
